TLR4 MyD88 comp: inhibitors of TLR4-MyD88 association in cells, primary screen, cell-based, HeLa CL3-4, BLA complementation, FRET ratio; HeLa CL3-4 TLR4/MyD88 BLA complementation; AID 861, 2007; Toll-like receptor 4 (Homo sapiens) + Myeloid differentiation primary response protein …; 200,000 compounds, 0.18% hits; inhibition, % at 8.4 µM; in the data active means inhibition above about 25%;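 further: 0% = vehicle and 100% = reference inhibitor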
PPARg SRC-3 ag: PPARgamma agonists recruiting SRC-3 coactivator, primary screen, biochemical. Peroxisome proliferator-activated receptor gamma (Homo sapiens), P37231. biochemical PPARgamma/SRC-3 coactivator recruitment assay. activation, % at 8 µM. 200,000 compounds, 0.26% hits; in the data active means activation above about 23%;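 further: 0% = DMSO and 100% = reference agonist; some compounds past the cut are filed as inactive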
S1P3 antag: S1P3 receptor antagonists, primary screen, cell-based. Sphingosine 1-phosphate receptor 3 (Homo sapiens), Q99500. CHO S1P3 NFAT-BLA reporter, FRET fluorescence, antagonist mode. inhibition, % at 4.98 µM. 170,000 compounds, 0.27% hits. AID 485, 2006;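 active means inhibition above the plate cutoff, the mean inhibition of test wells on that plate plus 3 SD, cut at about 28% in these data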;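 further: cells challenged with S1P at its EC80 of 0.8 µM; blue over green emission ratio from cleaved BLA substrate after 4 h stimulation; 0% = S1P-stimulated wells and 100% = unstimulated DMSO-only wells; some compounds past the cut are filed as inactive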
Target sequence (Q99500 whole entry, looked up): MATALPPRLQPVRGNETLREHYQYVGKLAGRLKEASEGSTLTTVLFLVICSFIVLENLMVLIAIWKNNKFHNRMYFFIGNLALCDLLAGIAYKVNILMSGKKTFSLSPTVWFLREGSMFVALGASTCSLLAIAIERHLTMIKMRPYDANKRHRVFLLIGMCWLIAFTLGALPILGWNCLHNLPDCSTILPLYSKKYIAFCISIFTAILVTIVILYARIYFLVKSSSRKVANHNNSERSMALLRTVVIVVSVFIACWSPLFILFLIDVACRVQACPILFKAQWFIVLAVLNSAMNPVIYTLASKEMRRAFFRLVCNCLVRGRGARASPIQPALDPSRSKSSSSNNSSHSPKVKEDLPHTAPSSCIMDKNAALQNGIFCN
STAT3 act: IL-6 driven STAT3 reporter potentiators, primary screen, U3A cells, luciferase, luminescence, MLSCN library. activation (% of control), % at 5.6 µM. IL-6 STAT3-luciferase reporter; 100% = signal with IL-6 EC80 alone. AID 871, 2007. 190,000 compounds, 0.91% hits;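 active means activation above the screen-wide mean of compound activation plus 3 SD, cut at about 130% in these data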;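 further: 0% = background luminescence of wells with medium and substrate only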
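System – human U3A cells carrying STAT3-luciferase construct · Probe or stimulus – Interleukin-6, 33 ng/mL · Schedule – compound 1 h, then IL-6 6 h at 37 °C · Signal – luminescence from STAT3-driven luciferase reporter · Evaluation – percent of IL-6-only median luminescence · Benchmarks – IL-6-only high control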
PPARg SRC2 recr: agonists of PPARg-SRC-2 recruitment, primary screen, biochemical, HTS; 200,000 compounds, 0.34% hits; activation, % at 8 µM; PPARgamma LBD-SRC-2 recruitment; Peroxisome proliferator-activated receptor gamma (Homo sapiens), P37231; in the data active means activation above about 22%;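 further: 0% = vehicle and 100% = reference agonist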
RAM inhibit: inhibitors of the yeast RAM network, primary screen, dse1pr::URA3 reporter, 5-FOA selection. inhibition, % at 50 µM. 190,000 compounds, 1.8% hits. S. cerevisiae dse1pr::URA3 reporter, 5-FOA growth OD615, 2 d; analog-sensitive cbk1-as2 kinase mutant strain. AID 868, 2007;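 active means inhibition above a set limit, 3 SD over mean compound inhibition, cut at about 8.4% in these data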;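 further: 0% = DMSO-only wells with no growth and 100% = 10 µM 1-NA-PP1 full growth; inhibition rescues growth on 5-FOA so higher OD means more RAM inhibition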
PPARg SRC1 recr: PPARgamma agonists recruiting SRC-1 coactivator, primary screen, biochemical; PPARgamma-SRC-1 coactivator recruitment biochemical assay; activation, % at 8 µM; Peroxisome proliferator-activated receptor gamma (Homo sapiens), P37231; 200,000 compounds, 0.41% hits; in the data active means activation above about 19%;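 further: 0% = DMSO and 100% = reference agonist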
SRC2 TRFRET art: TR-FRET signal artefacts, primary screen, artefact control for PPARgamma SRC-2 agonist project, biochemical; TR-FRET artefact counter-screen; stronger effect = higher value; TR-FRET ratio at 8 µM; 200,000 compounds, 0.4% hits; AID 1049, 2008; in the data active means TR-FRET ratio above about 2000; further: inactives centre near 1500
STAT1 inh: STAT1 signaling inhibitors, primary screen, cell-based, HTS, luciferase reporter; NIH 3T3 STAT1-luciferase reporter, IFN-gamma, luminescence; inhibition, % at 5.5 µM; 200,000 compounds, 0.35% hits; AID 920, 2007;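 active means inhibition above a set limit, the mean inhibition across all tested compounds plus 3 SD, cut at about 34% in these data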;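 further: 0% = IFN-gamma with DMSO and 100% = IFN-gamma with 300 µM nifuroxazide; values of inactives mirror those of a sister screen read the other way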
STAT3 inh: IL-6 driven STAT3 reporter inhibitors, primary screen, U3A cells, luciferase, luminescence, MLSCN library | IL-6 STAT3-luciferase reporter; host cell line lacks STAT1 | inhibition, % at 5.5 µM | 190,000 compounds, 0.89% hits;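 active means inhibition above the mean inhibition across all screened compounds plus 3 SD, cut at about 44% in these data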;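 further: 0% = DMSO only wells and 100% = 100 µM nifuroxazide control wells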
ROMK primary: ROMK potassium channel modulators, primary screen, cell-based, thallium flux, MLSMR library. ATP-sensitive inward rectifier potassium channel 1 (Homo sapiens), P48048. Tet-inducible ROMK, thallium flux fluorescence; actives lie on both sides. B-score at 10 µM. 130,000 compounds, 2% hits. AID 1918, 2009;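 active means signal ratio slope over the read window, or its plate-corrected B-score, at least 3 SD from the plate mean, either direction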;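 further: B-score of the F/F0 ratio slope over 7 to 12 s after thallium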
Target sequence (P48048 whole entry, looked up): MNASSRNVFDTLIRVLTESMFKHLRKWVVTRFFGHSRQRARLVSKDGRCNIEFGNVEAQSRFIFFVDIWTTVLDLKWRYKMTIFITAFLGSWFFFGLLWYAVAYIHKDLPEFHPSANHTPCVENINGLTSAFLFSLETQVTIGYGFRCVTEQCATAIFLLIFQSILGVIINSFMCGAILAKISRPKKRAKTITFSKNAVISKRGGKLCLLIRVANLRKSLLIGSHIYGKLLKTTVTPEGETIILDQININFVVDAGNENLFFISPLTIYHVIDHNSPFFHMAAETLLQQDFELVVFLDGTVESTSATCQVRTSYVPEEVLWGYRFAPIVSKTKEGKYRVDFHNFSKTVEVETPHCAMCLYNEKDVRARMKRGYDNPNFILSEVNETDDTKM
* = called active by the depositor.

For O=C(Cn1c(=O)n(Cc2ccco2)c(=O)c2ccccc21)Nc1cccc(Cl)c1 the results were TLR4 MyD88 comp -4.6, PPARg SRC-3 ag 6.0, S1P3 antag -11.3, STAT3 act 112.7, PPARg SRC2 recr -0.3, RAM inhibit 0.0, PPARg SRC1 recr 1.9, SRC2 TRFRET art 1456, STAT1 inh -1.1 and STAT3 inh -16.5.
Screening O=C(NN1C(=O)c2ccccc2NC1c1ccco1)c1ccccc1 (stereo unspecified) returned TLR4 MyD88 comp -1.7, PPARg SRC-3 ag 2.1, S1P3 antag 5.4, STAT3 act 102.0, PPARg SRC2 recr 7.5, RAM inhibit 0.1, PPARg SRC1 recr -0.6, SRC2 TRFRET art 1697, STAT1 inh -10.1, STAT3 inh 4.1 and ROMK primary -1.24.
`COc1cc(/C=N/N=C2\CC3CCC2(C)C3(C)C)ccc1O` (stereo unspecified) gave TLR4 MyD88 comp 8.4, PPARg SRC-3 ag 1.4, STAT3 act 98.5, PPARg SRC2 recr 5.8, RAM inhibit -1.2, PPARg SRC1 recr -4.4, SRC2 TRFRET art 1483, STAT1 inh -11.8, STAT3 inh 7.5 and ROMK primary -0.0114.
`CCOc1ccc(N2CC(C(=O)NCCC3=CCCCC3)CC2=O)cc1` (stereo unspecified) gave TLR4 MyD88 comp -11.9, PPARg SRC-3 ag -4.8, S1P3 antag 26.0, STAT3 act 101.0, PPARg SRC2 recr -2.3, RAM inhibit 0.2, PPARg SRC1 recr -3.3, SRC2 TRFRET art 1330, STAT1 inh 2.9, STAT3 inh 1.6 and ROMK primary -0.847.
C/C(=N\NC(=S)NC(C)C)c1ccc(C(C)(C)C)cc1 was read as TLR4 MyD88 comp -4.1, PPARg SRC-3 ag 3.1, S1P3 antag -0.2, STAT3 act 106.2, PPARg SRC2 recr 5.9, RAM inhibit 1.5, PPARg SRC1 recr -3.0, SRC2 TRFRET art 1718, STAT1 inh 3.1, STAT3 inh -2.6 and ROMK primary 0.799.
O=C(CCn1nc(-c2ccc(Cl)cc2)ccc1=O)NCCCN1CCCCCC1 was read as TLR4 MyD88 comp 0.4, PPARg SRC-3 ag 2.6, STAT3 act 96.3, PPARg SRC2 recr 6.2, RAM inhibit -0.8, PPARg SRC1 recr -1.7, SRC2 TRFRET art 1628, STAT1 inh -14.8, STAT3 inh 4.5 and ROMK primary -0.141.
Screening COc1ccc(N(CC(O)Cn2c(C)nc3ccccc32)S(=O)(=O)c2ccc(C)cc2)cc1 (stereo unspecified) returned TLR4 MyD88 comp 6.9, PPARg SRC-3 ag 4.6, S1P3 antag 13.4, STAT3 act 98.4, PPARg SRC2 recr 8.2, RAM inhibit -1.3, PPARg SRC1 recr 0.7, SRC2 TRFRET art 1510, STAT1 inh 0.0, STAT3 inh 10.1 and ROMK primary 0.159.
O=C(NCCC1=CCCCC1)C(=O)NCC(c1ccco1)N1CCN(c2ccc(F)cc2)CC1 (stereo unspecified) was read as TLR4 MyD88 comp -5.8, PPARg SRC-3 ag 1.4, S1P3 antag 14.8, STAT3 act 103.4, PPARg SRC2 recr 3.9, RAM inhibit 8.2, PPARg SRC1 recr 3.0, SRC2 TRFRET art 1642, STAT1 inh 4.7, STAT3 inh -6.5 and ROMK primary -0.274.
Cc1ccc(C)n1CCN1CCN(C(=O)CSc2nc3ccccc3nc2N2CCOCC2)CC1 was read as TLR4 MyD88 comp -2.6, PPARg SRC-3 ag -7.6, S1P3 antag 4.1, STAT3 act 107.6, PPARg SRC2 recr -2.5, RAM inhibit 0.6, PPARg SRC1 recr -1.2, SRC2 TRFRET art 1478, STAT1 inh 10.7 and STAT3 inh 1.4.
`O=C1CCC(=O)c2oc3ccccc3c2N1` gave TLR4 MyD88 comp 0.4, PPARg SRC-3 ag -10.1, S1P3 antag -21.2, STAT3 act 99.6, PPARg SRC2 recr 1.9, RAM inhibit 2.7, PPARg SRC1 recr 6.6, SRC2 TRFRET art 1615, STAT1 inh 4.8 and STAT3 inh 3.3.
`CCCCC(=O)Nc1ccc(NC(=O)c2ccc([N+](=O)[O-])cc2Cl)cc1OC` gave TLR4 MyD88 comp -16.2, PPARg SRC-3 ag -1.1, S1P3 antag -8.1, STAT3 act 104.4, PPARg SRC2 recr -1.8, RAM inhibit 5.0, PPARg SRC1 recr 2.2, SRC2 TRFRET art 1601, STAT1 inh -4.7, STAT3 inh -8.1 and ROMK primary 0.494.
O=C(CC1NCCNC1=O)OCCCc1ccccc1 (stereo unspecified) was read as TLR4 MyD88 comp 8.2, PPARg SRC-3 ag 11.3, S1P3 antag 11.2, STAT3 act 104.4, PPARg SRC2 recr 7.7, RAM inhibit 1.4, PPARg SRC1 recr -0.1, SRC2 TRFRET art 1615, STAT1 inh 3.6 and STAT3 inh 0.0.
For CN(C)C(=O)CSc1nc(SCC(=O)N(C)C)n(-c2ccccc2)n1 the results were TLR4 MyD88 comp -1.3, PPARg SRC-3 ag -3.6, S1P3 antag 1.6, STAT3 act 102.0, PPARg SRC2 recr 1.6, RAM inhibit 0.3, PPARg SRC1 recr -3.6, SRC2 TRFRET art 1576, STAT1 inh 3.1, STAT3 inh 0.4 and ROMK primary -0.0617.
`COc1ccc(Cn2nnnc2C(c2ccc3ncccc3c2)N2CCN(C3CCCCC3)CC2)cc1` (stereo unspecified) gave TLR4 MyD88 comp -1.6, PPARg SRC-3 ag 4.6, S1P3 antag -9.9, STAT3 act 104.7, PPARg SRC2 recr 3.9, RAM inhibit 2.9, PPARg SRC1 recr -2.4, SRC2 TRFRET art 1523, STAT1 inh -5.7, STAT3 inh -3.2 and ROMK primary -2.21.
For CC1=C(C(=O)Nc2ccccc2)C(c2ccncc2)C(C#N)=C(SCC(=O)NC2CC2)N1 (stereo unspecified) the results were TLR4 MyD88 comp 5.0, PPARg SRC-3 ag 7.0, S1P3 antag -19.4, STAT3 act 94.3, PPARg SRC2 recr 1.7, RAM inhibit 1.7, PPARg SRC1 recr -0.9, SRC2 TRFRET art 1478, STAT1 inh 0.5, STAT3 inh 14.0 and ROMK primary 0.45.
Screening Cc1ccc(C(=O)c2ccc(N3CCN(C)CC3)c([N+](=O)[O-])c2)cc1 returned TLR4 MyD88 comp 5.8, PPARg SRC-3 ag 8.1, S1P3 antag 2.8, STAT3 act 90.1, PPARg SRC2 recr 5.6, RAM inhibit 0.9, PPARg SRC1 recr 12.8, SRC2 TRFRET art 1523, STAT1 inh 6.4, STAT3 inh 15.5 and ROMK primary -0.0946.
COc1cc(CCC(=O)OCC(=O)Nc2nc(C)c(Cl)cc2Cl)cc(OC)c1OC was read as TLR4 MyD88 comp 15.4, PPARg SRC-3 ag -3.8, STAT3 act 103.0, PPARg SRC2 recr 7.2, RAM inhibit 2.1, PPARg SRC1 recr -0.3, SRC2 TRFRET art 1662, STAT1 inh -0.1, STAT3 inh 2.5 and ROMK primary 1.65.
Cc1[nH]c2ccccc2c1CN1CCC(Cc2ccccc2)CC1 was read as TLR4 MyD88 comp -1.9, PPARg SRC-3 ag 5.8, S1P3 antag -20.3, STAT3 act 106.3, PPARg SRC2 recr 5.1, RAM inhibit -0.1, PPARg SRC1 recr 5.2, SRC2 TRFRET art 1630, STAT1 inh -2.2, STAT3 inh 3.9 and ROMK primary -0.482.
For COc1cccc(NC(=O)NCc2ccccc2F)c1 the results were TLR4 MyD88 comp 2.2, PPARg SRC-3 ag -0.8, S1P3 antag -10.2, STAT3 act 109.3, PPARg SRC2 recr -1.0, RAM inhibit -0.4, PPARg SRC1 recr -12.8, SRC2 TRFRET art 1375, STAT1 inh -12.7, STAT3 inh -2.8 and ROMK primary -0.37.
For Cn1c(N)c(C(=O)COC(=O)c2ncc(Cl)c(Cl)c2Cl)c(=O)n(C)c1=O the results were TLR4 MyD88 comp 8.5, PPARg SRC-3 ag 1.1, S1P3 antag -5.6, STAT3 act 108.4, PPARg SRC2 recr -3.2, RAM inhibit 1.7, PPARg SRC1 recr 5.1, SRC2 TRFRET art 1422, STAT1 inh 15.0, STAT3 inh -8.2 and ROMK primary 0.421.
For CCOC(=O)c1cnc2c(C#N)c(C)nn2c1-c1ccccc1 the results were TLR4 MyD88 comp 1.2, PPARg SRC-3 ag 4.1, S1P3 antag 8.3, STAT3 act 106.6, PPARg SRC2 recr 4.8, RAM inhibit 1.0, PPARg SRC1 recr 6.7, SRC2 TRFRET art 1747, STAT1 inh 1.9 and STAT3 inh 1.3.
For O=C(Cn1ncc2c(=O)oc3ccccc3c21)NCCCN1CCCC1=O the results were TLR4 MyD88 comp 1.3, PPARg SRC-3 ag 9.4, S1P3 antag -0.8, STAT3 act 101.9, PPARg SRC2 recr 6.5, RAM inhibit 4.5, PPARg SRC1 recr 7.2, SRC2 TRFRET art 1636, STAT1 inh 3.8 and STAT3 inh 3.0.
Screening O=C(CSCc1ccc(Br)cc1)NC1CC1 returned TLR4 MyD88 comp -1.7, PPARg SRC-3 ag 0.0, S1P3 antag -5.3, STAT3 act 91.7, PPARg SRC2 recr 0.8, RAM inhibit 1.0, PPARg SRC1 recr 5.9, SRC2 TRFRET art 1572, STAT1 inh -5.8, STAT3 inh 12.3 and ROMK primary 0.0164.
For O=c1c2ccccc2nc(-c2ccccc2)n1Cc1ccco1 the results were TLR4 MyD88 comp -7.9, PPARg SRC-3 ag 12.3, S1P3 antag -6.9, STAT3 act 110.0, PPARg SRC2 recr -0.4, RAM inhibit 1.2, PPARg SRC1 recr 0.1, SRC2 TRFRET art 1579, STAT1 inh -3.3 and STAT3 inh -5.8.

Bioassay records (PubChem)
